Assay outcomes as filed in PubChem.
MBNL1 CUG block: MBNL1-poly(CUG) RNA binding inhibition; TR-FRET MBNL1-His/biotin-(CUG)12 binding, 665/545 ratio; Potency, µM (doses to about 57.5 µM), for the others: at the highest dose activity change, negative = inhibition, usual class: inhibitors; 0.036% of 280,000 active; active means well fitted inhibition curve with a large enough effect in the signal ratio, with a control signal flat, not every such curve was filed as active; inconclusive means small, poorly fitted or top-dose-only effect, or effect the other way, or a change in a side signal; inactive means no such curve, though single readings can be large or run the other way; the % refers to the signal ratio; further: potency means the concentration at half of the fitted maximal effect; on the % scale 0 is the no-effect control and ±100 the full control effect
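MBNL1-His + Biotin-(CUG)12, cpd titration 92 nM–58 uM; Tb anti-His Ab 0.055 ng/ul, SA-XL665 5 nM (final); 60 min RT; ratiometric 665/545 nm, Ex 340 nm; normalized to buffer and full-complex controls.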
Menin MLL FP TR: inhibitors of human menin-MLL interaction, mutant MLL peptide. Menin + Texas Red MLL mutant peptide, fluorescence polarization. AID 1768. Potency, µM (highest dose often 61.6 µM), for inactives: at the top dose FP activity change, negative = inhibition, usual class: inhibitors. O00255. 0.23% of 270,000 active; active means well fitted inhibition curve with a large enough effect in the polarisation, with a control signal flat, not every such curve was filed as active; inconclusive means small, poorly fitted or top-dose-only effect, or effect the other way, or a change in a side signal; inactive means no such curve, though single readings can be large or run the other way; the % refers to the polarisation; further: potency means the concentration at half of the fitted maximal effect; % of control where 0% means no effect; many of its hits are not listed in these tables
TCR act: activators of T cell receptors; primary human leukocytes, anti-CD3, IL-2 HTRF, 48 h; Potency, µM (titrated, usually from 9.22 µM), for inactives: at the highest dose activation of IL-2 secretion, hits mostly activators; 330,000 tested, under 10 active; AID 504894; further: % of control where 0% means no effect
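Readout: HTRF IL-2, Eu-cryptate/d2 antibody pair, 320nm excitation, 665nm emission. Stimulus: a-CD3 beads, no co-stimulation. Cells: primary human leukocytes. Exposure: 48 hr with compound.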
AT treatment: candidate therapy for ataxia-telangiectasia; […] A-T fibroblasts, KAP-1 phosphorylation AlphaLISA; neocarzinostatin DNA damage 30 min before lysis; Potency, µM (series often up to 57.5 µM), without a hit: top-dose activation, hits mostly activators; 0.19% of 320,000 active; further: potency means the concentration at half of the fitted maximal effect; % of control where 0% means no effect; nearly all actives have a fitted effect of over 45% in size
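hTERT-immortalized A-T patient fibroblasts ([…]), 500 cells/well in OPTI-MEM, 1% FBS, got compounds for 60 min, then NCS for 30 min at 37C. Lysates were then assayed for phospho-KAP-1 by AlphaLISA (anti-pKAP1 donor, anti-KAP1 acceptor beads), 6 hr at 25C.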
ASM inhibitor: inhibitors of human secretory acid sphingomyelinase; placental ASM, HMU-PC fluorogenic substrate, 60 min; P17405; AID 504937; 0.006% of 340,000 active; Potency, µM (series often up to 57.5 µM), inactives show at the highest dose activity change, negative = inhibition, hits mostly inhibitors; further: potency means the concentration at half of the fitted maximal effect
Target sequence (P17405 47-631 limits assumed): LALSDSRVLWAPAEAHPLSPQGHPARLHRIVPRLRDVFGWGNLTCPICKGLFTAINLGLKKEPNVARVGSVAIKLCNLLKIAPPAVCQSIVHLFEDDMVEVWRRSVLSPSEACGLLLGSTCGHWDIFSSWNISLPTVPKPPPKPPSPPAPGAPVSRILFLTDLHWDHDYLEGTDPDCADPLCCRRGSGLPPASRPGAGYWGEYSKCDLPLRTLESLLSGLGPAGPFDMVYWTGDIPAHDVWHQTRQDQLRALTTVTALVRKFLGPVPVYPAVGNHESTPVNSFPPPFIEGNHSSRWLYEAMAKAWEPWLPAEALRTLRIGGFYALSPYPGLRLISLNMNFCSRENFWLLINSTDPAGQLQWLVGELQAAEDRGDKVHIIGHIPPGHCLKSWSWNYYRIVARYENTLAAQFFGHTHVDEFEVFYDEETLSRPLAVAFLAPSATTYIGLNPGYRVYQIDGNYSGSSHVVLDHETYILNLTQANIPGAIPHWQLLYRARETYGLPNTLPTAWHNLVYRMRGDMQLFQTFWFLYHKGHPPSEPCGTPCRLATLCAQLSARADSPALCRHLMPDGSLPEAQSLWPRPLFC
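Human placenta-derived ASM enzyme was preincubated with compound for 10 minutes at room temperature, then given fluorogenic substrate HMU-PC0 (9 uM final) for 60 minutes at 37 °C; a pH 10 stop preceded fluorescence reading at Ex 386/Em 447 nm.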
Mito fusion yeast: blocks mitochondrial division or promotes mitochondrial fusion; S. cerevisiae fusion-defective mutant growth rescue, CellTiterGlo 48 h; Potency, µM (series often up to 46.1 µM), inactives show at the highest dose growth rescue (activation), actives largely listed as activators; 0.23% of 320,000 active;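 further: potency means the concentration at half of the fitted maximal effect; % of control where 0% means no effect; nearly all actives have a fitted effect of over 45% in size; temperature-sensitive fusion mutants such as fzo1-1 at 37 °C on non-fermentable ethanol glycerol medium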
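Read-out: ATP-based luminescence (CellTiterGlo, 10 min ambient) reporting growth of fusion-defective ts yeast after 48 hours at 37C on glycerol/ethanol YPEG medium in the presence of compound.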
MLL CXXC-DNA inh: inhibitors of human MLL CXXC domain-DNA interaction; Q03164; MLL-CXXC / FITC-HOXA9 DNA fluorescence polarization; 0.037% of 290,000 active; Potency, µM (highest dose often 115 µM), without a hit: top-dose activity change, negative = inhibition, most hits filed as inhibitors; active means well fitted inhibition curve with a large enough effect in the polarisation, with a control signal flat, not every such curve was filed as active; inconclusive means small, poorly fitted or top-dose-only effect, or effect the other way, or a change in a side signal; inactive means no such curve, though single readings can be large or run the other way; the % refers to the polarisation; further: potency means the concentration at half of the fitted maximal effect
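Steps: dispense CXXC domain solution (7 uM) → pin compounds or unlabeled HOX-A9 DNA control → 5 min ambient → add FLSN-HOX-A9 solution (50 nM) → spin → 30 min ambient → fluorescence polarization. Tris pH 7.5/NaCl/DTT/BSA buffer.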
Integrin act MD: integrin-mediated muscular dystrophy alleviation activation | alpha7betagal myoblasts, beta-gal FDG fluorescence, 48 h | Potency, µM (doses to about 38.3 µM), for inactives: at the top dose activation, usual class: activators | 0.064% of 350,000 active | AID 624291;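 further: potency means the concentration at half of the fitted maximal effect; 100% = response of the positive control SU9516; nearly all actives have a fitted effect of over 60% in size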
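Alpha7betagal+/- myoblasts (passage 13) were plated 16-24 hr, then exposed to compounds (1:260 dilution of DMSO stock) for 48 hours at 37C. After MPER lysis, β-galactosidase reporter activity was read as FDG fluorescence (ex 480/em 540) after 30 minutes.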
TSHR antagonist: antagonists of human thyroid stimulating hormone receptor; P16473; TSHR-expressing cells, TSH-stimulated cAMP HTRF, 2 h; hits give low values; activity change, negative = inhibition, % at 11.5 µM; 0.2% of 330,000 active; AID 504810;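 active means activity change below a set negative limit, meaning inhibition stronger than a set level, cut at about -70% in these data; inconclusive means activity change between two set negative limits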; further: on the % scale 0 is the no-effect control and ±100 the full control effect
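TSHR-expressing cells, 200/well, pre-treated with compound, then stimulated with EC80 TSH (4nM final) for 2 hours at 37 deg C. cAMP measured by competitive HTRF: anti-cAMP cryptate antibody in lysis buffer plus cAMP-d2, read after 30 minutes at room temperature.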
PTAP TSG101 blk: blocks PTAP/TSG101 interaction to inhibit HIV-1 budding. Q99816. Fluorescence polarization, FITC-PTAP peptide / Tsg101 binding. Potency, µM (titrated, usually from 115 µM), for the others: top-dose activity change, negative = inhibition, usual class: inhibitors. 340,000 tested, under 10 active. AID 493005; active means well fitted inhibition curve with a large enough effect in the main read-out, with a control signal flat, not every such curve was filed as active; inconclusive means small, poorly fitted or top-dose-only effect, or effect the other way, or a change in a side signal; inactive means no such curve, though single readings can be large or run the other way; further: potency means the concentration at half of the fitted maximal effect; % of control where 0% means no effect
Target sequence (Q99816 whole entry, looked up): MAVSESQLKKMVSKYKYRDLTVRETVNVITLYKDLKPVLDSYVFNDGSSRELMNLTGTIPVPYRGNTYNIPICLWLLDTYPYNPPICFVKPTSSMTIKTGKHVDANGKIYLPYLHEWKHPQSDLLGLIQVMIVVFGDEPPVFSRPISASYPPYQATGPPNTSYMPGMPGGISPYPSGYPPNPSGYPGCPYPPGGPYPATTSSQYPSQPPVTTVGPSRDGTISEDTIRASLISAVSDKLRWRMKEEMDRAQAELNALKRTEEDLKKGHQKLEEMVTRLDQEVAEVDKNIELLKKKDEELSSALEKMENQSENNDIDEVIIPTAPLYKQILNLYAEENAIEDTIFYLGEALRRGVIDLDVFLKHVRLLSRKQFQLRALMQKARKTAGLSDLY
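Fluorescence anisotropy tracks displacement of a FITC-tagged PTAP peptide (50 nM) from the Tsg101 binding domain (10 uM), following a 20 min room-temperature incubation at pH 7.5.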
Numbers without * were called inactive; u = inconclusive; x = not tested or not shown; & = joins results of further samples; [ ] = another dose, or the depositor's remark. Unless noted, the call rests on the fitted dose curve; in most records, active means well fitted curve in the direction sought with a large enough effect; inconclusive means small, poorly fitted or top-dose-only effect, or another doubt; inactive means no such curve, though single readings can be large; an effect the other way counts as inactive or inconclusive.

SMILES	MBNL1 CUG block	Menin MLL FP TR	TCR act	AT treatment	ASM inhibitor	Mito fusion yeast	MLL CXXC-DNA inh	Integrin act MD	TSHR antagonist	PTAP TSG101 blk
Cc1ccc(S(=O)(=O)Nc2nc(C)c(C(=O)Nc3ccccc3)s2)cc1	-11.5%	12.3%	-6.6%[46.1 µM]	-0.2%	-2.3%	-8.1%	-3.1%	8.4%	-4.4	-3.3%
Cc1ccc(CN2C3=NCCCN3c3ccccc32)cc1	-13.2%	5.8%	-2.4%	-1.3%	5.3%	1.3%	1.4%	-39.1%[inhibitor]	-3.0	-1.3%
CC1CC(NC(=O)c2c(O)nc3ccccn3c2=O)CC(C)(C)C1 (stereo not drawn)	x	x	-0.1%	x	2.1%	x	x	24.1%	x	-1.5%
CC(C)Sc1nc2ccccc2c(=O)[nH]1	-3.8%	4.7%	-3.8%	x	1.0%	2.1%	4.8%	-21.0%	-4.3	-3.7%
CC1Sc2ccc(S(=O)(=O)CCC(=O)Nc3ccc(C(C)C)cc3)cc2NC1=O (stereo not drawn)	-6.9%	20.1%	-3.3%	0.5%	-6.4%	-4.2%	3.7%	2.7%	-13.8	-0.6%
O=C(CN1C(=O)S/C(=C\c2cccs2)C1=O)Nc1ccc(C(=O)O)c(O)c1	u	x	-1.3%	-3.9%	-11.9%	-2.7%	17.1%	31.7%	7.6	-6.2%
CCCCCCN=C1CC(C)(C)CC(=O)/C1=C(/O)CCC	-1.9%	x	-3.7%	3.8%	-1.9%	5.1%	-13.5%	-11.4%	-17.2	-0.1%
CCCCn1c(SCC(=O)Nc2nnc(C)s2)nnc1-c1ccncc1	-3.8%	u	5.0%	3.3%	0.4%	1.6%	u	-10.3%	-24.5	-4.4%
COCCn1c(=S)[nH]c2cc(C(=O)NC(C)C)ccc2c1=O	-24.7%	u	-1.1%	9.8%	3.0%	-0.8%	5.1%	4.7%	76.0	-2.9%
CCN1CCN=C1Nc1ccccc1	x	x	-0.7%	10.8%	3.6%	0.7%	x	1.9%	5.3	x
CCCNC(=O)CSc1ccc(S(=O)(=O)N2CCCC2)cn1	x	x	-0.9%	-9.4%	2.0%	-16.8%	x	7.4%	3.0	-4.1%
C=CCn1c(=N)n(CC(=O)c2cccc([N+](=O)[O-])c2)c2ccccc21	u	-1.9%	4.1%	4.2%	4.8%	-2.4%	-21.0%	-18.3%	-1.8	-0.6%
CC(=O)c1ccc(NC(=O)CCS(=O)(=O)c2ccc3c(c2)n(C)c(=O)c(=O)n3C)cc1	-11.1%	-31.6%	17.6%	8.4%	7.4%	-12.5%	x	-2.3%	19.7	-1.7%
CNC(=O)C1CCN(S(=O)(=O)c2c(C)noc2/C=C/c2cccc(C)c2)CC1	6.2%	14.8%	1.9%	17.5%	-7.4%	11.9%	9.6%	-21.7%	9.1	-2.9%
CCC(C)NC(=O)Cn1nc(C(F)(F)F)c2c1CCC2 (stereo not drawn)	-1.9%	22.0%	-2.8%	0.7%	4.4%	-0.9%	-4.9%	-7.9%	-12.1	0.1%
CCCCOc1cccc(NC(=O)CSc2nncn2C)c1	-2.0%	-14.7%	-2.4%[46.1 µM]	2.1%	-2.3%	-6.3%	1.6%	-6.3%	13.1	-5.3%
COc1ccc(N2CCN(C(=O)Cc3nn(C)c(=O)c4ccccc34)CC2)cc1	7.2%	21.9%	0.7%	2.3%	-2.2%	0.8%	-2.3%	-2.8%	1.0	-0.9%
COc1ccccc1NC(=O)C(C)Sc1nc2ccccc2c(=O)n1CC1CCCO1 (stereo not drawn)	x	x	-4.4%	8.6%	-2.1%	u	x	-24.4%	-14.2	0.5%
Cc1cccc(NCC(=O)N/N=C\c2c[nH]c3ccccc23)c1	-6.1%	u	-2.4%	1.3%	-6.7%	-0.4%	1.8%	-4.9%	-9.9	-0.7%
Cn1cnc([N+](=O)[O-])c1NC(C)(C)C	4.0%	-2.1%	0.0%	x	4.2%	-1.7%	-10.1%	19.2%	0.6	-2.6%
Cc1nc(NC(=O)c2ccc([N+](=O)[O-])cc2Cl)sc1C(=O)N(C)C	x	12.9%	-3.1%[46.1 µM]	-9.5%	-3.2%	-0.7%	1.5%	-1.2%	11.6	-9.0%
O=C(Nc1nccs1)c1ccc(COc2ccccc2Br)o1	-1.1%	u	-2.3%	11.4%	-21.7%	22.2%	3.9%	-34.8%	-40.9	-9.0%
CCn1c(C)c(C)c2cc(C(=O)NCCN3CCCCCC3)ccc21	7.4%	-16.7%	-6.0%	-9.7%	-3.0%	-29.3%	61.3%[activator]	-55.2%[inhibitor]	12.4	-1.6%
Clc1ccc(N2CCN(Cc3ccc(Br)o3)CC2)cc1	-2.4%	7.5%	-3.2%	3.1%	1.1%	1.4%	1.8%	6.8%	-7.6	-3.2%
CCN(CC)c1nc(C)nc2c1cnn2CCc1ccccc1	0.0%	-13.0%	-1.0%	3.2%	0.6%	1.9%	-1.4%	12.6%	-3.5	-0.1%
COc1cc(NC(=O)C2CCN(S(=O)(=O)c3cnc[nH]3)CC2)cc(OC)c1OC	-5.6%	0.0%	-1.1%	0.0%	4.6%	0.5%	0.8%	0.1%	11.4	-6.6%
CCCn1c(=N)n(CC(O)COc2cccc(C)c2)c2ccccc21 (stereo not drawn)	-2.3%	u	3.3%	5.4%	-1.4%	-4.3%	32.5%[activator]	-69.2%[inhibitor]	10.9	-3.3%
O=C(Nc1ccc(F)cc1)C1CC(=O)n2cnnc2N1 (stereo not drawn)	-9.8%	7.2%	10.8%	2.3%	0.2%	-3.3%	3.1%	-35.7%	-2.4	-4.4%
CC1CCN(c2ccc3nnc(CCC(=O)Nc4cc(F)ccc4F)n3n2)CC1	-6.9%	-18.6%	0.2%	4.5%	-3.6%	-0.8%	-3.2%	-8.5%	3.6	-6.0%
Cc1cc(C)c2c3c(sc2n1)C(=O)N(c1ccccc1C)CC(=O)N3	14.6%	x	-0.8%	8.4%	17.1%	0.2%	-9.7%	2.2%	-2.1	0.6%
CCOC(=O)C1=C(C(F)(F)F)Nc2ncnn2C1c1ccc(OC)c(OC)c1OC (stereo not drawn)	-2.9%	5.4%	-7.4%[46.1 µM]	0.0%	37.5%	-8.4%	4.7%	-12.9%	13.3	-3.9%
Cc1cccc(NC(=O)c2sc3nc4c(c(-c5cccs5)c3c2N)CN(C)CC4)c1	u	-17.2%	5.3%	x	-6.5%	6.1%	32.5%[activator]	-39.4%	0.7	-11.3%
CC1CCN(S(=O)(=O)c2ccc3c(c2)c(=O)c(C(=O)NCc2ccco2)cn3C)CC1	-1.9%[11.5 µM]	14.2%	-0.8%[46.1 µM]	-7.4%	-12.5%	-16.6%	14.2%	-0.3%	0.0	-1.2%
O=C(CCN1CCN(Cc2ccccc2)CC1)Nc1ccccc1Cl	-12.6%	-6.6%	1.0%[46.1 µM]	2.2%	3.7%	-1.2%	1.1%	-2.1%	8.7	-2.3%
CCOC(=O)c1cnc2c(C)c(Cl)ccc2c1Nc1ccc(S(=O)(=O)Nc2ncccn2)cc1	-11.2%	6.0%	-7.4%[46.1 µM]	2.0%	x	0.6%	-6.1%	x	-6.9	x
NC(=O)c1ccc(NC(=O)COc2ccc(-n3cnnn3)cc2)cc1	x	x	10.0%	-8.6%	3.6%	1.9%	x	4.0%	-1.1	-6.7%
CCc1cccc(NC(=O)CN(C)S(=O)(=O)c2cccc3cccnc23)c1	6.8%	x	-6.5%	17.2%	0.4%	0.2%	13.6%	-7.3%	-1.8	-7.3%
O=c1cc(/C=C/c2ccccc2)oc2ccccc12	u	8.7%	-0.2%	4.9%	1.0%	21.7%	2.1%	-45.2%[inhibitor]	-16.0	-4.9%
COc1ccc2c(c1)C(=O)C(=O)N2	x	-1.9%	12.2%[46.1 µM]	-8.6%	5.8%	9.3%	-5.8%	-14.8%	2.1	-0.4%
O=C(Cc1cc(=O)[nH][nH]1)N/N=C/C=C/c1ccccc1	u	53.4%[activator]	6.5%	0.6%&-1.4%	2.4%	3.0%&-3.0%	-20.9%&3.6%	-40.9%	-10.5&17.9	-0.7%
NNC(=O)Cn1c(COc2ccc(Cl)cc2)nc2ccccc21	-10.9%	2.8%	0.6%[46.1 µM]	3.5%	-3.8%	-6.2%	8.2%	27.0%	2.3	0.1%
CCc1nn(CC(=O)NC2CCN(Cc3ccccc3)CC2)c(=O)c2cc3cc(F)ccc3n12	12.9%	1.0%	-5.7%	-0.4%	0.6%	3.6%	36.2%[activator]	21.5%	-1.3	-3.1%

Only part of the results is shown; the hit share may differ from the screen's.
